IMPase inh = IMPase inhibition in cells | CHO-M1 cells, IP1 accumulation, HTRF TR-FRET ratio | P97697 | inhibition (IP1 accumulation), % at 46.1 µM | 120,000 tested, under 10 active; active means well fitted curve in the direction sought with a large enough effect in the signal ratio, not every such curve was filed as active; inconclusive means small, poorly fitted or top-dose-only effect, or a change in a side signal; inactive means no such curve, though single readings can be large or run the other way; the % refers to the signal ratio;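 further: cells stimulated with carbachol in lithium chloride buffer; plate controls were DMSO basal wells for no effect and reference inhibitor wells for full effect; higher means more IMPase inhibition seen as more IP1 and lower FRET ratio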
Target sequence (P97697 whole entry, looked up): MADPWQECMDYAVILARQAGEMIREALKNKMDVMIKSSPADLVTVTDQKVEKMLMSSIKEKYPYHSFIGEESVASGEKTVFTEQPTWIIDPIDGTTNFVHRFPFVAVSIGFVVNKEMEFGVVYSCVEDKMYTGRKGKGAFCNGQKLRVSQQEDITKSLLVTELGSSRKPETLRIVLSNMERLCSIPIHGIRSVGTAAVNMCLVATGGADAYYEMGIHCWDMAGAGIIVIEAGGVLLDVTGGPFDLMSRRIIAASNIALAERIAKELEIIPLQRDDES
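Carbachol-driven Gq signalling in CHO-M1 cells (2000/well) generates IP1. Compounds that block IMPase raise IP1 and so reduce the FRET signal from Eu-anti-IP1 and d2-IP1 after a 10 min room-temperature lysis.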
15-hLO-2 inh = inhibitors of human 15-lipoxygenase 2 (ALOX15B); O15296; purified 15hLO-2, xylenol orange hydroperoxide absorbance; Potency, µM (titrated, usually from 57.1 µM), without a hit: top-dose activity change, negative = inhibition, most hits filed as inhibitors; hit rate 0.56% among 110,000; AID 881; further: potency means the concentration at half of the fitted maximal effect; nearly all actives have a fitted effect of over 60% in size; many of its hits are not listed in these tables
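Purified human 15hLO-2 (50 nM) preincubated 15 min with compound, then 45 uM arachidonic acid for 90 min at RT in 25 mM Hepes pH 7.5, 0.01% Triton X-100. Hydroperoxide detected by Fe-xylenol orange; 573/405 nm absorbance ratio.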
PNC assembly inh = perinucleolar compartment assembly inhibition | PC3M PTB-GFP, PNC prevalence imaging, 16 h; hits give low values | activity change (PNC), negative = inhibition, % at 10 µM | hit rate 3.1% among 140,000 | AID 2417;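 active means readout at or below -70, meaning at least 70% loss of cells showing the perinucleolar compartment, a nuclear body marking cancer cells; inconclusive means readout between -30 and a set limit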;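 further: plate controls were DMSO wells for no effect and camptothecin positive control wells for full effect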
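Compounds are pinned in duplicate onto adhered PC3M cells stably expressing GFP-tagged PTB and incubated 16 h at 37 C. Cells are then fixed, nuclei stained with Hoechst, and PNC-positive cells counted.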
12-hLO inh = inhibitors of human 12-lipoxygenase (ALOX12). purified 12-hLO, xylenol orange hydroperoxide absorbance. hit rate 0.12% among 150,000. Potency, µM (doses to about 57.1 µM), inactives show at the top dose activity change, negative = inhibition, hits mostly inhibitors; further: potency means the concentration at half of the fitted maximal effect; nearly all actives have a fitted effect of over 55% in size; many of its hits are not listed in these tables
Target sequence (P18054 whole entry, looked up): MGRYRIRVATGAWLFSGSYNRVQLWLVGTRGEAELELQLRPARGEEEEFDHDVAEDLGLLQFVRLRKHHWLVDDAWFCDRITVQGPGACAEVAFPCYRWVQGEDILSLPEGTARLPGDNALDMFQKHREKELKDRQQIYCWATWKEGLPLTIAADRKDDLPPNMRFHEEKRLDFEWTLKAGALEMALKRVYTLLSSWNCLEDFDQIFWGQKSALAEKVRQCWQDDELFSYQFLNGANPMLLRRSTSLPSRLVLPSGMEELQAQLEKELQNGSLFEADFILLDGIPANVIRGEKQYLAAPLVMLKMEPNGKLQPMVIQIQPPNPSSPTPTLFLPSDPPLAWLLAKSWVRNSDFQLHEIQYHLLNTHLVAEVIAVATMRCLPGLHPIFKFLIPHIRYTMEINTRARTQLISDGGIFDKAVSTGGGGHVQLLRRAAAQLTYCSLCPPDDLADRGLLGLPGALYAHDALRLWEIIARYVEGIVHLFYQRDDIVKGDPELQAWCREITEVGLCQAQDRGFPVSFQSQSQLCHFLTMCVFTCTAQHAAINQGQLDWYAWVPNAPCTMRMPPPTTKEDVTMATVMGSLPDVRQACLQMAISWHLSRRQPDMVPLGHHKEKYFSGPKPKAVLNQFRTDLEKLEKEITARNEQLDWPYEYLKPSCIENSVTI
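150 nM 12hLO, 25 mM Hepes pH 7.0 + 0.01% Triton X-100; cpd preinc 15 min RT; 40 uM arachidonic acid, 30 min RT; Fe-XO 30 min; A573/A405 ratio as read-out.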
Active calls of the source: *; ? = inconclusive; nt = not tested or not shown; [ ] = dose if it differs, or a comment. Unless noted, the call rests on the fitted dose curve; in most records, active means well fitted curve in the direction sought with a large enough effect; inconclusive means small, poorly fitted or top-dose-only effect, or another doubt; inactive means no such curve, though single readings can be large; an effect the other way counts as inactive or inconclusive. Unless noted, on the % scale 0 is the no-effect control and ±100 the full control effect.

mol,IMPase inh,15-hLO-2 inh,PNC assembly inh,12-hLO inh
COc1ccc(C2=NN(C(=O)c3ccc(Cl)c([N+](=O)[O-])c3)C(c3ccccc3)C2)cc1 (configuration not stated),nt,nt,50,0%
CCOc1ccc(S(=O)(=O)Nc2ccccc2C(=O)Nc2ccccc2N2CCOCC2)cc1,-5,-2%,?,-4%
O=C(CSc1ccc2nnc(-c3ccccc3)n2n1)NCc1ccc2c(c1)OCO2,-9,0%,-11,0%
O=C(Nc1nccs1)c1cccc(S(=O)(=O)N2CCCCC2)c1,6,5%,37,-1%
CCSCCOC(=O)C1=C(C)N(C)C(=O)NC1c1cc(OC)ccc1OC (configuration not stated),4,4%,-26,-4%
NC(=O)N1c2ccccc2C=Cc2ccccc21,2,6%,?,-2%
COc1ccc2c(c1)C(=O)N(CCc1ccc(S(=O)(=O)NC(=O)NC3CCCCC3)cc1)C(=O)C2(C)C,-4[20.6 µM],5%[25.6 µM],nt,-4%[25.6 µM]
COc1cc(NS(=O)(=O)c2ccc(N/C=C(\C#N)c3nc4ccccc4o3)cc2)nc(OC)n1,-1,-22%,10,-21%
COc1ccc(/C=N/NC(=S)Nc2ccccc2[N+](=O)[O-])cc1O,nt,nt,-117*,-22%
CN(C(=O)c1ccccc1)c1nc2ccccc2s1,-4,-10%,3,-9%
Cc1cc(C(=O)CSc2nnnn2C)c(C)n1CCc1ccc(Cl)cc1,-1,-2%,17,-6%
CCOc1ccc(C(=O)Nc2ccc(NC(=S)NC(=O)CC)cc2)cc1Cl,-15,nt,?,-1%
Cc1n[nH]c(C)c1S(=O)(=O)N1CCCC(C(=O)NCc2ccccc2Cl)C1 (configuration not stated),nt,nt,-20,8%
Nc1nonc1-c1nc2ccccc2n1CC(=O)NC1CCCC1,0,-10%,14,1%
CCOC(=O)c1sc(NC(=S)NC(=O)c2ccccc2)c(C(=O)OCC)c1C,nt,nt,36,0%
Cc1ccc(C2NS(=O)(=O)N=C2N)cc1 (configuration not stated),0,-3%,3,2%
O=C(Nc1ccccc1)N1CCN(Cc2ccccc2)CC1,-2,-17%,47,-4%
O=C1N[C@@H](Cc2ccccc2)C(=O)N2CCCC12 (some centres not stated),nt,-5%[0.0915 µM],nt,1%[0.00818 µM]
COc1ccc(C(C#N)N2CCCCC2)cc1OC (configuration not stated),1,3%,10,4%
O=S(=O)(O)c1ccc(N=Nc2ccccc2)cc1,nt,3%[11.4 µM],nt,2%[11.4 µM]
COc1ccc(/C=C/C(=O)NC(=S)Nc2ccc(C(=O)O)cc2)cc1,nt,nt,?,-3%
CCc1nc(SCC(=O)N2CCOCC2)c2c(=O)n(C)c(=O)n(C)c2n1,14,0%,46,0%
O=C(NCCOC(=O)c1ccncc1)c1ccccc1,3,5%,-6,-1%
O=C(NCCc1cn2ccccc2n1)c1ccccc1F,0,1%,?,-5%
Cc1c(NS(=O)(=O)c2ccc3c(c2)OCCO3)cccc1-c1nc2cccnc2s1,7,-10%,?,-4%
Cn1c(=O)c(-c2cc(Br)ccc2N)nc2ccccc21,-6,-3%,?,-2%
CC1=CCC2C(=O)N(c3ccc(C(=O)N4CCCCCC4)cc3)C(=O)C2C1 (configuration not stated),4,-2%,26,2%
N#CC1=C(N)N(c2ccc(Br)cc2)C2=C(C(=O)CCC2)C1c1cccnc1 (configuration not stated),19,2%,?,-19%
Cc1nn(-c2ccccc2)c(C)c1/C=N/NC(=O)c1cc(C2CC2)[nH]n1,6,-1%,10,-1%
O[C@@H](CNC[C@H](O)c1ccccc1)c1ccccc1,-1,nt,-100*,2%
C=CC1C(N2CCOCC2)C(C)(C)S1(=O)=O (configuration not stated),5,-5%,-23,-4%
COCCOC(=O)C1=C(C)Nc2nc(C)nn2C1c1ccccc1 (configuration not stated),10,-6%,-13,-4%
O=C1c2ccccc2C(O)N1c1ccc(Cl)cc1 (configuration not stated),-13,-2%,17,0%
CC(C(=O)O)C1SC(=O)NC1=O (configuration not stated),-3,-6%,16,13%
Cc1ccc(OCCNC(=O)c2cncc(Br)c2)cc1C,-1,3%,7,-9%
CC(=O)[C@H]1[C@@H]2C(=O)N(c3cccc(Cl)c3)C(=O)[C@@H]2[C@H]2c3ccccc3C=CN21,-8,?,77,3%
O=C(Cc1ccccc1)Nc1ccc2oc(-c3cccnc3)nc2c1,6,-24%,?,-4%
CC1CCCCC1NC(=O)CN(C)S(=O)(=O)c1cccc2nsnc12 (configuration not stated),1,-4%,46,-2%
COCCN(C(=O)c1ccco1)c1nnc(-c2ccc(OC)cc2)s1,1,6%,-10,-2%
Cc1ccc(-c2cn3c(n2)CCCC3)cc1,-1,25%,30,-1%
O=C(O)CCN1CC2([N+](=O)[O-])C=CC(=O)C([N+](=O)[O-])(C1)C2CC(=O)c1ccccc1 (configuration not stated),nt,nt,7,-13%
CCOP(=O)(c1ccccc1Cl)C1(O)CCCCC1 (configuration not stated),5,-1%,20,-7%
CC[C@H]1C(c2cccc(C)c2)=NN(c2ccccc2)[C@@H]1CO,nt,-28%[0.0915 µM],nt,-4%[0.00818 µM]
Cc1cccc(NC(=O)NCC(F)(F)F)n1,1,1%,?,3%
O=C1c2ccccc2C(=O)N1c1nc2nccc(-c3ccccc3)n2n1,?,2%,-14,-3%
NC(=O)NCc1ccccc1,nt,-3%,nt,7%
Brc1ccc2nc3c(n2c1)CCCC3,-29,19%,21,1%
Clc1cccc(NC2=NCCC2)c1,20,12%,21,1%
CCOC(=O)C1CCCN(C(=O)c2cc3nc(-c4ccc5c(c4)OCO5)cc(C(F)(F)F)n3n2)C1 (configuration not stated),-3,nt,27,2%
CCN(CC)S(=O)(=O)c1ccc(-c2ccc(S(=O)(=O)N(CC)CC)cc2)cc1,5,-4%,?,0%

(more compounds)
mol,IMPase inh,15-hLO-2 inh,PNC assembly inh,12-hLO inh
O=C1C2C3C=CC(C3)C2C(=O)N1Cc1ccc(CN2C(=O)C3C4C=CC(C4)C3C2=O)cc1 (configuration not stated),5,-12%,?,-2%
CC1Cc2ccccc2N1c1nc(C2CC2)nc2c1nnn2Cc1ccccc1 (configuration not stated),-6,nt,?,8%
COc1ccc(NC(=O)c2cc3ccccc3o2)cc1,19,-1%,8,1%
Cc1ccc(C(=O)CSc2nc(N)cc(=O)[nH]2)cc1,10[1.84 µM],-4%[11.4 µM],?,-1%
COc1ccccc1/C=C(\NC(=O)c1ccc(OC)c(OC)c1)C(=O)Nc1ccc([N+](=O)[O-])cc1,nt,nt,-2,-3%
COc1ccc(CCNC2CC(=O)N(C)C2=O)cc1OC (configuration not stated),7,2%,19,3%
COCCNCCCOc1ccc(C(C)(C)c2ccccc2)cc1,nt,nt,23,-5%
CN[C@H]1[C@H](O)[C@@H](O[C@@H]2[C@H](O)[C@@H](O[C@H]3OC(CN)=CC[C@H]3N)[C@@H](N)C[C@H]2N)OC[C@@]1(C)O,-5[20.6 µM],0%[25.6 µM],nt,-5%[25.6 µM]
CC1CCc2nc(N)c(C#N)c(-c3ccncc3)c2C1 (configuration not stated),-9,0%,-28,-4%
CCOC(=O)CNC=C(C(=O)OCC)C(=O)OCC,-3[1.84 µM],2%[11.4 µM],-96*,-2%
CSc1nccc(Nc2ccccc2)c1C#N,11,-6%,-20,-17%
Cn1c(=O)c2cn3ncccc3c2n(C)c1=O,16,-15%,?,-10%
Cc1cnc(C(=O)OCC(=O)N2CCN(C(=O)c3ccco3)CC2)cn1,8,3%,19,-4%
O=C1C2C3C=CC(C4CC34)C2C(=O)N1c1nccs1 (configuration not stated),nt,nt,24,-1%
COc1ccccc1NS(=O)(=O)c1cc(NC(=O)c2ccncc2)ccc1N1CCOCC1,nt,nt,29,-7%
Cc1sc2nc(CSc3nc4ccccc4c(=O)n3CCCN3CCOCC3)[nH]c(=O)c2c1C,12,14%,-5,3%
CCC(C)S(=O)(=O)c1snnc1C (configuration not stated),4,1%,31,1%
O=C(Cn1nnc(-c2ccccc2)n1)OCc1ccccc1,-13,-2%,37,3%
CC1CCc2sc(C(=O)OCC(=O)NCc3ccccc3)cc2C1 (configuration not stated),-1,nt,-94*,-1%
O=C(NC(Cc1c[nH]c2ccccc12)c1nnc2n1CCCCC2)c1ccccc1Cl (configuration not stated),-1,-5%,21,-4%
CN(CC(=O)Nc1nccs1)S(=O)(=O)c1ccc(F)cc1,-5,2%,-27,3%
NC(=S)NNC(=O)C12CC3CC(CC(C3)C1)C2,nt,nt,-12,-3%
Cc1ccc(NC(=O)c2cc(N3C(=O)C4CC=CCC4C3=O)ccc2N2CCCCC2)cc1 (configuration not stated),-3,-11%,66,2%
COc1ccc(C(=O)NNc2ccccc2)cc1OC,4,?,-3,?
CCNc1ccc(S(=O)(=O)N(C)C)cc1NCC(=O)Nc1ccc(F)c(Cl)c1,nt,nt,?,3%
Cc1ccc(OCc2nc(C#N)c(N3CCCC3)o2)cc1,9,nt,-5,2%
COc1cccc(NC(=O)Cn2c(-c3cncs3)nc3ccccc32)c1,7[1.84 µM],6%[11.4 µM],7,5%
C=CCSc1nnc2nc3c(nn12)c1cc(C)ccc1n3CC=C,9,-10%,?,-4%
Cc1cc(C)cc(NS(=O)(=O)c2ccc3[nH]cc(C(=O)NCc4ccco4)c(=O)c3c2)c1,-2,27%[2.29 µM],7,-11%
COc1ccc(N=C2S/C(=C\c3cc(C)n(C)c3C)C(=O)N2C)cc1,5,?,16,-14%
CCN(CC)C(=O)CSc1ncnc2c1nnn2-c1ccc(F)cc1,1,4%,21,-1%
COc1ccc(NC(=O)CCc2nc(-c3ccccc3F)no2)cc1,7,1%,-12,1%
Cc1cc(Cl)nc(NC(=O)CSc2ccc(Cl)cc2)n1,nt,-4%[11.4 µM],nt,1%[11.4 µM]
O=C(NCc1cccs1)c1cc2c(s1)-c1ccccc1OC2,-9,nt,13,-5%
Cc1ccc(Nc2nc(CSc3nnnn3C)cs2)cc1,8,-8%,-7,-4%
O=C(NNC(=O)c1ccco1)c1cccc([N+](=O)[O-])c1,1,2%,-25,3%
COc1ccccc1NC(=S)NC(=O)C(C)C,-1,-8%,-1,-3%
COc1cc2[nH]cc(C(=O)NCCc3ccccc3)c(=O)c2cc1OC,9,nt,-100*,-1%
COC(=O)c1[nH]c2cc(C)ccc2c1NC(=O)CN1CCc2cc(OC)c(OC)cc2C1,-2,6%,-20,-3%
COc1ccc([N+](=O)[O-])cc1NC(=O)c1ccc(N(Cc2ccccc2C)S(C)(=O)=O)cc1,-4,nt,-28,3%
Cc1ccc(C2C(C#N)=C(N)SC(N)=C2C#N)cc1,?,?,-26,?

Bioassay records from PubChem.

Only part of the results is shown; rates above refer to the full screens.
